# Sm TGR inh – qHTS Assay for the Inhibitors of Schistosoma Mansoni Peroxiredoxins | purified TGR, DTNB reduction, TNB absorbance 405 nm | Potency, µM (top dose mostly 114 µM), for inactives: top-dose activity change, negative = inhibition, usual class: inhibitors | 360,000 tested, 3% active | AID 485364, 2010; further: potency means the concentration at half of the fitted maximal effect; nearly all actives have a fitted effect of over 60% in size
#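 TGR 20 nM + NADPH 100 uM (dispensed conc.), cpd preinc 15 min RT; start with NADPH (500 uM addition) then DTNB (15 mM addition). Kinetic TNB absorbance, 405 nm filter. Four-parameter Hill fit across titration.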
# AmpC detergent – qHTS Inhibitors of AmpC Beta-Lactamase (assay with detergent); P00811; AmpC hydrolysis of nitrocefin, absorbance 480 nm, 0.01% Triton; Potency, µM (top dose mostly 114 µM), without a hit: top-dose activity change, negative = inhibition, hits mostly inhibitors; 370,000 tested, 0.041% active; AID 485294, 2010;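 further: potency means the concentration at half of the fitted maximal effect; 0% = no-compound wells and -100% = no-enzyme wells; nearly all actives have a fitted effect of over 25% in size; some results filed as inactive show a strong effect at the top dose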
# Target sequence (P00811 whole entry, looked up): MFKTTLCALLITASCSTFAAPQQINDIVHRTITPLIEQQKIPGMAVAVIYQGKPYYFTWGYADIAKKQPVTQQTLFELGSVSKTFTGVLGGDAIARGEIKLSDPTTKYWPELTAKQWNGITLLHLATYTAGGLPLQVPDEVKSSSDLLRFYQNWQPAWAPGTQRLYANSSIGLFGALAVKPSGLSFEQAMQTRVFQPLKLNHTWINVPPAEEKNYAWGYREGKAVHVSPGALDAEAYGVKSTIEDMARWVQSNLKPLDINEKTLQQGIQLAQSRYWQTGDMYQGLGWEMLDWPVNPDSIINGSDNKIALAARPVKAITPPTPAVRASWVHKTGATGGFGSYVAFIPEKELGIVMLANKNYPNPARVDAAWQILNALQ
#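 AmpC (5.3 nM in the dispensed reagent) in 20 mM phosphate pH 7.0 with 0.01% (detergent screen) or 0.0001% Triton X-100 was preincubated with compounds for 15 min at room temperature. Nitrocefin was then added from an 800 uM solution, and hydrolysis was followed at 480 nm.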
# HCV inh – qHTS Assay for Inhibitors of Hepatitis C Virus (HCV); Huh7.5.1 HCVcc-Cre infection, luciferase reporter, 44 h; AID 651820, 2012; Potency, µM (titrated, usually from 41.8 µM), inactives show top-dose activity change, negative = inhibition, most hits filed as inhibitors; 340,000 tested, 3.4% active; further: potency means the concentration at half of the fitted maximal effect
#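 After 44 h co-culture of compound, cells and HCVcc-Cre (~0.5 moi), substrate is added for 15 min at room temperature and luciferase measured over 15 sec. Cells were seeded at 1,000/well and pre-cultured 4 h.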
# Giardia FBPA inh – qHTS Assay for Inhibitors of Fructose-1,6-bisphosphate Aldolase from Giardia Lamblia | A8B2U2 | purified Giardia FBPA | Potency, µM (highest dose often 59.6 µM), for inactives: at the top dose activity, negative = inhibition, most hits filed as inhibitors | 290,000 tested, 0.71% active | AID 2451, 2010; further: potency means the concentration at half of the fitted maximal effect; nearly all actives have a fitted effect of over 55% in size
# Target sequence (A8B2U2 whole entry, looked up): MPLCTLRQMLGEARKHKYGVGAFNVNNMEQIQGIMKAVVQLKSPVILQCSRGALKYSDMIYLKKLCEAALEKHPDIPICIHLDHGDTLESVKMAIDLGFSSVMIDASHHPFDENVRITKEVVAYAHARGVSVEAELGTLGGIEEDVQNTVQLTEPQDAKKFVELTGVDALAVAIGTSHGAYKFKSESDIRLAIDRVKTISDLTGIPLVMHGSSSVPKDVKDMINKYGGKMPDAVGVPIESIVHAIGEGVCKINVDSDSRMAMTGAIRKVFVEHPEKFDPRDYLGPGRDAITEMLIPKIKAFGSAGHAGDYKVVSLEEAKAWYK
#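 Giardia FBPA (40 nM reagent) was preincubated 10 min at RT with compound (up to 57.5 uM final), then substrate plus GAPDH/TPI/NAD/arsenate coupling system with diaphorase/resazurin was added; resorufin fluorescence (525/598 nm) was read after 20 min.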
# AmpC no deterg – qHTS Inhibitors of AmpC Beta-Lactamase (assay without detergent) | AmpC nitrocefin hydrolysis, absorbance 480 nm, 0.0001% Triton | 330,000 tested, 0.52% active | Potency, µM (top dose mostly 57.1 µM), without a hit: at the highest dose activity change, negative = inhibition, hits mostly inhibitors | P00811 | AID 485341, 2010;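 further: potency means the concentration at half of the fitted maximal effect; plate controls were no compound for no effect and no enzyme for full effect; nearly all actives have a fitted effect of over 20% in size; some results filed as inactive show a strong effect at the top dose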
#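 AmpC (5.3 nM in the dispensed reagent) in 20 mM phosphate pH 7.0 with 0.01% (detergent screen) or 0.0001% Triton X-100 was preincubated with compounds for 15 min at room temperature. Nitrocefin was then added from an 800 uM solution, and hydrolysis was followed at 480 nm.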
# HCMV inh – qHTS Assay for inhibitors of the human cytomegalovirus (HCMV); HFF cells, HCMV-luciferase reporter, 72 h; stronger effect = lower value; activity change, negative = inhibition, % at 57.5 µM; 410,000 tested, 4.5% active; in the data active means activity change below about -60%; inconclusive means no clear call, values can overlap the other calls; inactive means above about -39%
#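 Steps: HFFs plated, 16 h 37C; compounds added; HCMV-luciferase added to MOI 1 PFU/cell; 72 h 37C; OneGlo reagent, 5 min room temperature; luminescence read, normalized to controls.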
# * marks the source's active call; other numbers are inactive results; ? = inconclusive; · = not tested or not shown; [ ] = remark or other dose. Unless noted, the call rests on the fitted dose curve; in most records, active means well fitted curve in the direction sought with a large enough effect; inconclusive means small, poorly fitted or top-dose-only effect, or another doubt; inactive means no such curve, though single readings can be large; an effect the other way counts as inactive or inconclusive. Unless noted, on the % scale 0 is the no-effect control and ±100 the full control effect.
SMILES,Sm TGR inh,AmpC detergent,HCV inh,Giardia FBPA inh,AmpC no deterg,HCMV inh
Cc1ccc(-n2ncc3c(N4CCCCC4)ncnc32)cc1Cl,-3%,-7%,·,·,·,-89*
COc1ccc([N+](=O)[O-])cc1NC(=S)NC(C)=O,-5%,1%,?,7%,-19%,-33
O=C(O)C1C2C=CC(C2)C1C(=O)OCc1ccccc1 (stereo unspecified),-2%,3%,2%,6%,-10%,38
C=CCn1c(C)cc(C2=NNC(=NCC)SC2)c1C,-25%,-3%,-9%,-10%,-56%,-100*
Cn1c(SCC(=O)NC(c2ccccc2)c2ccccc2)nnc1-c1cccs1,2%,1%,-16%,8%,-4%,-8
COc1cc(/C=C2/C(=O)CNC2=O)ccc1O,-2%,-3%,13%,-28%,-17%,57
COc1ccccc1N(C(=O)Cn1nnc(-c2ccc(C)o2)n1)C(C(=O)NC1CCCC1)c1ccncc1 (stereo unspecified),-5%,-8%,-1%,5%,42%,39
CCCCOc1ccc(C2=NC(c3ccncc3)=Nc3ccc(Br)cc3N2)cc1,-9%,9%,·,·,·,-7
NCC(O)c1cc(O)c(O)cc1F (stereo unspecified),45µM*,?,23%,5.6µM*,-10%,-12
Cc1cc(=O)[nH]c(N2CCN(C(c3ccccc3)c3ccccc3)CC2)n1,-4%,?,-6%,6%,-31%,-6
Cc1cc(S(=O)(=O)Nc2ccc3c(c2)n(C)c(=O)n3C)ccc1F,-2%,1%,-5%,-10%,-12%,162
Cc1cc(C(F)(F)F)n2ncc(-c3ccccc3)c2n1,12%,2%,-4%,-2%,-8%,1
COc1ccccc1N1CCN(C(=O)c2c(C)oc3ncn(CC(C)C)c(=O)c23)CC1,2%,18%,·,·,·,16
COc1ccc(-c2nc(CS(=O)CC(=O)NCc3ccco3)c(C)o2)cc1OC (stereo unspecified),?,?,-20%,2%,-8%,1
COC(=O)COc1ccc(S(=O)(=O)NCc2cccnc2)cc1C,2%,?,0%,0%,-16%,-13
CCOc1ccc2[nH]c3c(N4CCN(C(=O)c5ccco5)CC4)ncnc3c2c1,-1%,7%,-25%,-12%,-11%,-31
CC(=O)C1=C(O)C(=O)N(CCc2c[nH]c3ccccc23)C1c1ccco1 (stereo unspecified),40µM*,-3%,16%,-1%,-27%,-14
N/C(=N\c1nc2ccccc2o1)NC(=O)c1cccc(Br)c1,0%,-6%,-1%,10%,-10%,?
COc1ccc2c(c1)c1c(c(=O)n(Cc3ccccc3)c(=O)n1Cc1cc(C)ccc1C)n2C,-1%,7%,·,·,·,1
CC(Sc1nc2c(c(=O)[nH]1)CCCC2)C(=O)Nc1ccc(S(N)(=O)=O)cc1 (stereo unspecified),5%,-3%,6%,?,-31%,-11
O=C(Nc1ccc2nc3ccccc3nc2c1)c1ccc(Br)cc1,-10%,1%,?,?,5%,21
Cc1ccc2c(=O)[nH]c(Cc3ccccc3C(=O)O)nc2c1,1%,-14%,17%,-3%,-11%,17
O=C(COc1cccc2cccnc12)N1CCc2ccccc21,·,-7%,-6%,-20%,22%,?
CCn1cc(C(=O)N2CCCCC2)c(=O)c2cc(S(=O)(=O)N3CCC(C)CC3)ccc21,-20%,2%,7%,6%,84%[activator],38
C[C@@H](C(=O)NC1CCCC1)N1C(=O)N2CCc3c([nH]c4ccccc34)[C@@]2(C)C1=O,-2%,?,10µM*,-19%,69%[activator],16

# Record cards (already shown). Order of screens: Sm TGR inh, AmpC detergent, HCV inh, Giardia FBPA inh, AmpC no deterg, HCMV inh
# Entry for Cn1c(SCC(=O)NC(c2ccccc2)c2ccccc2)nnc1-c1cccs1 → 2%, 1%, -16%, 8%, -4%, -8
# Entry for COc1cc(/C=C2/C(=O)CNC2=O)ccc1O → -2%, -3%, 13%, -28%, -17%, 57
# Entry for COc1ccc(-c2nc(CS(=O)CC(=O)NCc3ccco3)c(C)o2)cc1OC (stereo unspecified) → ?, ?, -20%, 2%, -8%, 1
# Entry for COc1ccc([N+](=O)[O-])cc1NC(=S)NC(C)=O → -5%, 1%, ?, 7%, -19%, -33

# Next structures follow:
SMILES,Sm TGR inh,AmpC detergent,HCV inh,Giardia FBPA inh,AmpC no deterg,HCMV inh
Brc1ccccc1/C=N/Nc1nc2ccccc2o1,7%,1%,-26%,·,-27%,8
CN1CCc2c(sc3c2C(=O)NC(c2ccco2)N3)C1 (stereo unspecified),-12%,-10%,-3%,?,-7%,30
COCCN(Cc1ccccc1)C(=O)c1cccc(S(=O)(=O)N2CCN(c3ccc(F)cc3)CC2)c1,-1%,-9%,?,·,115%[activator],-22
CSc1ccc(/C=N/N2CCN(C)CC2)cc1,-1%,-8%,11%,0%,-16%,127
O=C(NCCc1ccc(Cl)cc1)c1cccs1,-3%,3%,13%,-7%,-23%,29
Cc1cc(C(=O)NCC(c2ccco2)N(C)C)ccc1[N+](=O)[O-] (stereo unspecified),-19%,?,-1%,-8%,-5%,8
CCOC(=O)C1CCN(C(=O)Nc2ccc(OC)c(OC)c2)CC1,4%,-4%,-10%,-10%,-14%,12
NCCCn1c(C(=O)c2ccc(Cl)cc2)c2ccc([N+](=O)[O-])cc2[n+]1[O-],?,-10%,10µM*,·,-2%,-4
O=[N+]([O-])c1ccccc1OCC(O)CN1CCN(CC(O)COc2ccccc2[N+](=O)[O-])CC1 (stereo unspecified),-9%,?,-5%,-17%,76%[activator],-10
O=C1COc2ccc(C(=O)COC(=O)Cc3ccc(Cl)cc3)cc2N1,?,?,10%,11%,-26%,?
CC(=O)c1c(C)nn(C(=O)c2cccs2)c1C,4%,3%,7%,7%,-6%,19
Cc1c(N/C=C(\Cl)C(=O)C(F)(F)F)c(=O)n(-c2ccccc2)n1C,14µM*,-9%,22%,-25%,-15%,23
Cc1ccc(-n2c(Cc3ccccc3)nnc2SCc2nc(-c3cccs3)no2)cc1,1%,13%,·,·,·,0
Cc1c(C#N)c2ccccc2n1CC(=O)NCC1CCCO1 (stereo unspecified),2%,-9%,0%,-20%,-16%,9
COc1ccc(NC(=S)NC(=O)/C=C/c2cccs2)cc1,-1%,-13%,9%,0%,-15%,?
Cc1cc(C(=O)Nc2ccc(S(=O)(=O)Nc3onc(C)c3C)cc2)c(C)o1,-12%,-7%,11%,20%,-26%,-12
COC(=O)c1c(NC(=O)CN2CCN(c3ccccc3)CC2)c2c(C)cccc2n1C,3%[11.4 µM],-8%,-20%,0%,175%[activator],10
Cn1c(SCC#N)nc2ccccc2c1=O,-3%,4%,7%,0%,-11%,?
CC(C)(C)OC(=O)C[C@H]1C/C=C\C[C@H](CC(=O)N(CCO)Cc2ccccc2)C(=O)N[C@@H](Cc2ccccc2)COC1=O,·,·,-8%,·,252%[activator],-27
O=c1cc(NS(=O)(=O)c2ccccc2)nc(SCc2c(Cl)cccc2Cl)[nH]1,1%,-8%,9%,2%,-20%,?
COc1ccccc1NC(=O)CC(=O)c1ccccc1,-2%,-1%,13%,-1%,-30%,-30
O=S(=O)(c1ccc2ccccc2c1)N1CCN(C(=S)Nc2ccc(F)c(Cl)c2)CC1,4%,3%,?,0%,-22%,?
COc1cc(/C=C2\SC(=Nc3ccc(F)cc3)N(c3ccc(F)cc3)C2=O)ccc1OCC(=O)O,-10%,5%,·,19%,1%,·
Cc1ccc(OCCSc2nc3ccccc3n2CCC(=O)O)cc1C,?,14%,·,·,·,2
COc1ccc(-c2nc(SC(C)C(=O)Nc3ccc(NC(C)=O)cc3)n[nH]2)cc1 (stereo unspecified),4%,?,3%,·,-13%,13

# 3 records drawn at random from those above, as already listed:
SMILES,Sm TGR inh,AmpC detergent,HCV inh,Giardia FBPA inh,AmpC no deterg,HCMV inh
COC(=O)c1c(NC(=O)CN2CCN(c3ccccc3)CC2)c2c(C)cccc2n1C,3%[11.4 µM],-8%,-20%,0%,175%[activator],10
COc1cc(/C=C2\SC(=Nc3ccc(F)cc3)N(c3ccc(F)cc3)C2=O)ccc1OCC(=O)O,-10%,5%,·,19%,1%,·
Cn1c(SCC#N)nc2ccccc2c1=O,-3%,4%,7%,0%,-11%,?

# Some of these compounds in order of heavy-atom count, lowest first.
SMILES,Sm TGR inh,AmpC detergent,HCV inh,Giardia FBPA inh,AmpC no deterg,HCMV inh
O=C(O)C1C2C=CC(C2)C1C(=O)OCc1ccccc1 (stereo unspecified),-2%,3%,2%,6%,-10%,38
COc1ccc(NC(=S)NC(=O)/C=C/c2cccs2)cc1,-1%,-13%,9%,0%,-15%,?
O=C(COc1cccc2cccnc12)N1CCc2ccccc21,·,-7%,-6%,-20%,22%,?
Cc1cc(=O)[nH]c(N2CCN(C(c3ccccc3)c3ccccc3)CC2)n1,-4%,?,-6%,6%,-31%,-6

# More records follow:
SMILES,Sm TGR inh,AmpC detergent,HCV inh,Giardia FBPA inh,AmpC no deterg,HCMV inh
Cc1ccc(-n2c(=O)[nH]c3c(C(N)=O)nc(-c4ccc(C)o4)nc32)cc1,32µM*,-13%,?,-2%,7%,-37
CCC(=O)N1CCc2cc(CNS(=O)(=O)c3ccc(C(C)C)cc3)ccc21,1%,11%,·,·,·,-4
CCOC(=O)c1nnn(-c2nc(N(C)C)nc(N(C)C)n2)c1C,11%,-7%,3%,8%,-21%,-20
COc1cccc(Nc2nc3cc(Cl)c(Cl)cc3nc2-n2nc(C)cc2C)c1,2%,21%,·,·,·,5
COc1cccc(NC(=O)c2ccncc2)c1,0%,-10%,-7%,-2%,-10%,100
CCc1cc(Cn2nc(C(=O)O)cc2-c2ccccc2)on1,-10%,-12%,16%,·,-6%,-18
CCN(CC)c1ccc(N=Nc2nn(C)c(C)c2[N+](=O)[O-])cc1,-9%,?,?,-13%,86%[activator],?
CCN1CCc2nc3ccccc3c(C(=O)Nc3ccc(C#N)cc3)c2C1,-11%,0%,-8%,-1%,-10%,27
CCOc1cccc(C2C(C#N)=C(N)Oc3cc(C)n(Cc4ccccn4)c(=O)c32)c1OCC (stereo unspecified),12%,?,3%,-3%,0%,6
CCCC(=O)Nc1cc(C)c(NC(=O)c2ccco2)cn1,-23%,-6%,5%,0%,-13%,-15
Cc1cccc(C)c1NC(=O)CSc1nnc(-c2cnccn2)n1C,-11%,3%,-3%,·,-10%,6
COCCNC(=O)c1c[nH]c2cc(OC)c(OC)cc2c1=O,-3%,-13%,-2%,-6%,-14%,9
COc1ccc([C@@H]2C=C(C(=O)O)O[C@H](OCCCCO)C2)cc1,?,4%,-13%[8.37 µM],-6%,-19%,-2
Nn1cnnc1N/N=C/c1cc(Br)cc(Br)c1O,0%,?,?,?,-7%,?
Cc1cc(C)nc(SCCC(=O)N2CCOCC2)n1,-9%,0%,12%,-1%,-4%,-7
O=C(Nc1cccc(S(=O)(=O)N2CCCCC2)c1)c1c2c(nc3ccccc13)CCN(Cc1ccccc1)C2,3%,-2%,?,-4%,115%[activator],-4
O=c1[nH]c(CSc2ccccn2)nc2c1cnn2-c1ccccc1,-16%,?,?,0%,-23%,-22

# Assay outcomes from PubChem BioAssay.
